CYP2C9 inhib = blockers of cytochrome P450 2C9 activity – biochemical, luminescence, ADME assay, primary screen | inhibition, % at 5 µM | CYP2C9 Supersomes, luciferin-H conversion | hit rate 20% among 96,000 | AID 777, 2007 | P11712;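 active means blocking of liver enzyme CYP2C9 beyond about 50% at 5 µM, limit read from the data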; further: values of inactives mirror those of a sister screen read the other way
Target sequence (P11712 whole entry, looked up): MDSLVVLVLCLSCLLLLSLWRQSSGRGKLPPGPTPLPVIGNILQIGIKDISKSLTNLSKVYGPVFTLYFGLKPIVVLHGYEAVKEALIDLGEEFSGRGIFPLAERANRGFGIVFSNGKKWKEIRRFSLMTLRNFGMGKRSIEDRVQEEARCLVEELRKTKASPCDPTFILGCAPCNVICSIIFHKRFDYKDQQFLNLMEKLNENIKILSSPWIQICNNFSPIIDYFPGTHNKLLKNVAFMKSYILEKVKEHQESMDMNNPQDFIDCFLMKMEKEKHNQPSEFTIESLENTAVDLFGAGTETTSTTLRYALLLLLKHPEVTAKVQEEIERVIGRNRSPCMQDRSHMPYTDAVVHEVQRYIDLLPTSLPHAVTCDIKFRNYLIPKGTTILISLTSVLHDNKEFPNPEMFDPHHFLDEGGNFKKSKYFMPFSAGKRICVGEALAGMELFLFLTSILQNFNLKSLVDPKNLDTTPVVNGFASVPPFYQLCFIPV
CYP2C19 inhib = blockers of cytochrome P450 2C19 activity – biochemical, luminescence, ADME assay, primary screen; hit rate 21% among 96,000; CYP2C19 Supersomes, luciferin-H EGE luminescence, 30 min; inhibition, % at 5 µM; AID 778, 2007;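 active means CYP2C19 inhibition above a set limit at 5 µM in the primary screen, cut at about 50% in these data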;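 further: plate controls were negative control wells for no effect and 2.5 mM tranylcypromine positive control for full effect; values of inactives mirror those of a sister screen read the other way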
Target sequence (P33261 whole entry, looked up): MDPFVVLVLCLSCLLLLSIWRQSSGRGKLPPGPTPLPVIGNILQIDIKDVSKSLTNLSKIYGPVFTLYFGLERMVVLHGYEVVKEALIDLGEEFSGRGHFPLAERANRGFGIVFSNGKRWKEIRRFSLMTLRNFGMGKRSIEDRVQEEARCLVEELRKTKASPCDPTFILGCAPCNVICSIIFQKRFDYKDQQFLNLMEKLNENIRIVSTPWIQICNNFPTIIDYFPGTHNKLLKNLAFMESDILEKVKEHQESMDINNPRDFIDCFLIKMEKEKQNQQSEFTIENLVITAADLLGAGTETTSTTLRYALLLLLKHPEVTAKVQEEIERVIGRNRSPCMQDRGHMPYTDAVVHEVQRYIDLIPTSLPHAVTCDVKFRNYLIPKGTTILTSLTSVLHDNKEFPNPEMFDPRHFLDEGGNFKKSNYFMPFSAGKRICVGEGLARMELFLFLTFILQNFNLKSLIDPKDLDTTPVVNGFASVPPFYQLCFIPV
Pyk2 oligo antag = antagonists of Pyk2 self-association, primary screen, Q293 cells, FERM NanoBiT luminescence, HTS; Protein-tyrosine kinase 2-beta (Homo sapiens), Q14289; hit rate 0.83% among 99,000; z-score (the deposit names both 25 µM and 10 µM); hits give low values;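 active means Z-score of -3 or lower, scaled per plate to the spread of control and sample wells; inactive means z-score above -3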;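 further: negative z-score means lost luminescence so less FERM oligomerization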
CYP2C9 activ = human CYP2C9 activators, primary screen, biochemical, luminescence | Cytochrome P450 2C9 (Homo sapiens), P11712 | recombinant CYP2C9, luciferin-H conversion; hits give high values; factor 1 = untreated enzyme, 0 = blocked | activation factor at 5 µM | hit rate 1.4% among 96,000;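 active means activation factor of 2 or more for CYP2C9 at a 5 µM dose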;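 further: 0 = sulfaphenazole-blocked wells and 1 = vehicle-only wells; values of inactives mirror those of a sister screen read the other way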
PostGolgi yeast = phenotypic screen on post-Golgi transport, primary screen. post-Golgi transport phenotypic cell assay. inhibition, % at 10 µM. hit rate 0.9% among 98,000. AID 739, 2007; in the data active means inhibition above about 30%;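 further: yeast cells grown in 1536-well plates; yeast grown about 18 h at 30C before absorbance read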
CYP2C19 activ = human CYP2C19 activators, primary screen, biochemical, luminescence; recombinant CYP2C19, luciferin-H EGE luminescence; hits give high values; 0 = fully inhibited enzyme, 1 = untreated enzyme; activation factor at 5 µM; 96,000 tested, under 10 active; AID 1025, 2008; Cytochrome P450 2C19 (Homo sapiens), P33261;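 active means activation factor of at least 2 at 5 µM in the primary screen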;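 further: 0 = wells with 2.5 mM tranylcypromine and 1 = vehicle-only wells; values of inactives mirror those of a sister screen read the other way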
EphB4 antag = EphB4-ephrin-B2 interaction antagonists, primary screen, biochemical, TNYL-RAW peptide probe, fluorescence polarization; Ephrin type-B receptor 4 (Homo sapiens), P54760; hit rate 0.15% among 97,000; AID 720, 2007; inhibition, % at 7 µM; EphB4 LBD / TNYL-RAW-Alexa532 peptide;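 active means inhibition above the screen-wide mean inhibition plus 3 SD, cut at about 15% in these data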;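 further: 0% = DMSO wells and 100% = excess unlabeled TNYL-RAW peptide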
E coli WT exp = growth inhibitors of wild-type E. coli, primary screen, strain BW25113, expanded library, OD600; OD600 absorbance; growth inhibition, % at 100 µM; hit rate 0.15% among 98,000; AID 710, 2007;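 active means growth inhibition above about 50% at one test dose, limit read from the data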;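 further: growth measured after 20 h incubation at 37 °C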
PLAP activator = PLAP enzyme activators, biochemical, luminescence, HTS | Alkaline phosphatase, placental type (Homo sapiens), P05187 | purified PLAP enzyme, luminescent substrate read-out; hits give high values | activation fold at 20 µM | hit rate 1.2% among 96,000; in the data active means activation fold above about 2
* hit, by the source's call; nt = not tested or not shown.

Results follow in this order: PLAP activator	CYP2C9 activ	Pyk2 oligo antag	PostGolgi yeast	CYP2C19 activ	EphB4 antag	CYP2C19 inhib	CYP2C9 inhib	E coli WT exp
> COc1ccc(CCN(C)CCC(=O)Nc2c(C)cc(C)cc2C)cc1OC
→ 1.5	1	0.54	-2	1.1	-2	-8	0	-1
> CC1(C)CC(NC(=O)C(F)(F)F)CC(C)(C)N1OC(=O)c1ccco1
→ 0.9	0.9	1.5	6	0.9	nt	10	7	-1
> CCOc1ccccc1N1CCN(S(=O)(=O)c2cccs2)CC1
→ 1.2	0.1	-0.73	-3	0.1	3	93*	91*	-4
> CCc1ccc(NS(=O)(=O)c2cc(OC)ccc2OC)cc1
→ 1	0.3	-1.8	4	0.5	5	54*	68*	3
> Cc1cc(C)c2c(-n3cccc3)c(C(=O)O)sc2n1
→ nt	nt	1.2	-1	nt	-11	nt	nt	9
> CN(CC(=O)NC1CCCCC1)S(=O)(=O)c1cccc2cccnc12
→ 1.2	1.5	nt	-9	0.4	-6	58*	-46	3
> O=C(OCCN1C(=O)c2ccccc2C1=O)c1cccc(OC(F)F)c1
→ 1	0.7	0.38	2	0.1	2	90*	26	-10
> CCc1ccc(C(=O)CN(C#N)c2nc(C)cc(C)n2)cc1
→ 2.7*	1.7	-0.61	-6	0.7	0	27	-71	-7
> CCC(C)Oc1cccc(C(=O)Nc2ccccc2N2CCOCC2)c1 (stereo not drawn)
→ 1.2	0.3	-3	14	0.3	0	68*	73*	-9
> O=C(CCC1CCCC1)NCc1cccs1
→ 0.9	0.9	-0.12	3	0.8	2	18	15	13
> Cc1cc(C)c(NC(=O)CSc2nnc(-c3ccco3)n2N)c(C)c1
→ 0.9	1.3	0.73	-7	0.6	-6	37	-32	-1
> O=C(CCn1c(=O)oc2ccccc21)n1c(=O)oc2ccccc21
→ 1	0.9	0.38	10	0.9	3	8	6	5
> Cc1noc(C)c1S(=O)(=O)N1CCC(C(=O)N2CCN(Cc3ccc4c(c3)OCO4)CC2)CC1
→ 1.7	0.6	1.4	1	0.7	nt	30	39	2
> COCCN(C(=O)CCC(=O)Nc1ccccn1)C(C(=O)NC1CCCC1)c1ccc(OC)cc1 (stereo not drawn)
→ nt	nt	0.64	-8	nt	-1	nt	nt	5
> Cc1cc(C(=O)OCC(=O)c2cccc([N+](=O)[O-])c2)c2cccc(C)c2n1
→ 1.1	1.5	0.67	-8	1	-9	4	-47	0
> C=CCNC(=O)c1onc(CSc2ccc(OC)cc2)c1C(=O)O
→ 1	0.5	nt	-1	1	9	-3	52*	-4
> O=C(/C=C/c1c(F)cccc1Cl)c1ccc(F)cc1
→ 1.1	0.9	-1.4	16	0.7	4	35	10	0
> COC(=O)c1ccc(NC(=S)N2CCN(Cc3cccc(C)c3)CC2)cc1
→ 1.1	1.1	0.86	-1	1.2	4	-24	-12	11
> CCOC(=O)N1CCC(NC(=O)CS(=O)Cc2nc(-c3ccc(OC)c(OC)c3)oc2C)CC1 (stereo not drawn)
→ 1.4	0.8	1.6	0	0.8	-1	15	17	6
> Cc1ccc(C2CC(=O)N3CN(Cc4ccco4)CSC3=C2C#N)cc1 (stereo not drawn)
→ 1.2	0.5	0.29	-2	0.7	4	33	47	14
> O=C1CCCC2=C1C(Cc1ccccc1)C1=C(CCCC1=O)O2
→ 1.1	0.8	-0.39	1	0.2	0	82*	23	-8
> N#C/C(=C/c1ccc(F)cc1)c1nc(CCN2C(=O)c3ccccc3C2=O)cs1
→ 1	0.8	-2.3	9	0.8	-15	15	18	-3
> CCOC(=O)C1Sc2[nH]c(=O)sc2C(c2ccc(Cl)cc2)C1C(=O)OCC (stereo not drawn)
→ 1.3	0.9	-0.88	-7	0.8	6	25	6	-10
> CCCCCn1c(N2CCC(C(N)=O)CC2)nc2c1c(=O)[nH]c(=O)n2C
→ 1	0.7	1	19	1.1	7	-8	32	4
> CCCCC(CC)CNC(=O)CCS(=O)(=O)c1cccc2nonc12 (stereo not drawn)
→ 1	0.7	1	4	0.9	nt	9	26	-7
> CN(C)S(=O)(=O)c1cccc(C(=O)Nc2cc(Cl)cc(Cl)c2)c1
→ 1.6	0	-0.24	-2	0.7	7	32	98*	-5
> COCCCNC(NC(=O)c1ccc(Cl)cc1)C(Cl)(Cl)Cl (stereo not drawn)
→ 1	0.7	-0.97	3	0.6	-3	43	25	4
> Cc1cc(N/C(=N\S(=O)(=O)c2ccc(F)cc2F)c2ccccc2)no1
→ 1	0.7	-0.5	0	1.1	-2	-14	28	-3
> COc1cccc(C(C(=O)NC(C)(C)C)N(C(=O)CCC(=O)Nc2cc(C)on2)C2CC2)c1OC (stereo not drawn)
→ 1.4	1	1.1	-1	1	-9	-5	1	2
> Cc1nc(C(=O)N(C)C)nn1-c1cc(Cl)cc(Cl)c1
→ 1	1	1	-7	1	0	-1	-1	4
> COCCCn1cnc2c(c1=O)c1nc3ccccc3nc1n2-c1ccc(C)cc1
→ 1.5	0.8	0.88	1	1	-4	-2	22	0
> O=C(NCc1ccco1)C1(S(=O)(=O)c2ccc(Cl)cc2)CC1
→ 1.2	0.9	-0.01	4	0.3	2	73*	11	1
> CSc1ccn(CCC(=O)O)c(=O)n1
→ 0.8	1	0.61	-9	1.1	9	-7	0	3
> COc1ccccc1C1C2=C(COC2=O)Nc2cc3c(cc21)OCO3 (stereo not drawn)
→ 1.3	0.7	-0.49	-5	0.1	-3	92*	28	0
> NC(=O)c1cc(-c2ccccc2)nc(Oc2ccccc2)n1
→ 1.1	0.8	-2.1	11	0.8	1	23	20	-2
> O=C(NCCCN1CCOCC1)c1cnn2c(-c3ccccc3)cc(-c3ccccc3)nc12
→ 1.5	0.9	-1.6	3	1	-1	-4	7	-3
> O=C(CSc1ncn[nH]1)N1CCN(c2nnc(-c3ccccc3)c3ccccc23)CC1
→ 1.5	0.7	1.9	-4	0.7	nt	34	27	4
> O=C(c1ccc(S(=O)(=O)N2CCCCCC2)cc1)N1CCN(c2ccccn2)CC1
→ 1.7	0.3	0.55	5	0.9	1	8	69*	-1
> O=C(O)CCSc1nnc(-c2ccc3c(c2)OCO3)o1
→ 1	0.8	1.2	8	0.6	6	37	22	-6
> CCOC(=O)c1cnc2ccc(C(=O)OC)cc2c1Nc1ccc2c(c1)OCCO2
→ 1	0.5	-1.5	1	0.7	-2	27	54*	2
> Cc1cc(/C=N/n2cnnc2)c(C)n1-c1ccc(Cl)cc1Cl
→ 1.5	0.1	1	2	0	-2	99*	94*	12
> CCN(CC)CCn1c(NCc2ccc(C)o2)nc2ccccc21
→ 0.7	0.8	0.46	-6	0.6	-5	44	16	1
> Cc1ccc(C)c(NC(=O)C2CCC(C)(C(=O)O)C2(C)C)c1 (stereo not drawn)
→ 1	1.2	0.05	-3	1.2	-16	-18	-16	4
> COc1cc(OC)c(NC(=O)c2ccoc2C)cc1Cl
→ 1	1	-0.45	1	0.7	-3	32	-2	-2
> CCCc1nnc(NC(=O)CCC(=O)N2CCN(CCn3c(C)ccc3C)CC2)s1
→ 1.8	0.8	1.6	-4	0.6	-7	40	20	5
> Cn1c(=O)c2c(nc(CN3CCN(c4ccccc4)CC3)n2CCN2CCOCC2)n(C)c1=O
→ 1.7	1	nt	nt	1	nt	-3	4	nt
> Cc1cc(C)nc(SCc2ccc(C(=O)O)o2)n1
→ 0.9	0.9	1.1	-3	1.1	-1	-10	10	-10
> CCOC(=O)C1Cc2c([nH]c3ccccc23)CN1 (stereo not drawn)
→ 1.2	1	0.83	0	0.4	1	56*	3	6
> O=C(COC(=O)c1cc(S(=O)(=O)N2CCOCC2)cs1)c1ccccc1
→ 0.9	0.8	-0.04	-5	0.9	4	9	21	6
> Cc1ccc(C)n1-c1nc(=S)[nH][nH]1
→ 1.1	0.1	-0.09	2	0.2	4	76*	88*	3
> COc1ccc(Br)c(/C=N/NC(=O)COc2ccc(-c3ccccc3)cc2)c1
→ 0.9	0.6	0.47	4	0.8	4	25	38	-17
> Cc1nc(C)n(CC(O)COc2ccc3cc(Br)ccc3c2)n1 (stereo not drawn)
→ 1.4	1.1	0.73	0	0.6	-6	36	-6	-2
> COc1ccccc1OCCCn1c(C)c(C#N)c2ccccc21
→ 1.4	0.2	-0.89	4	0.7	-6	29	78*	-17
> CCc1c(O)nc(SCC(=O)Nc2ccccc2)n(C(C)CC)c1=O (stereo not drawn)
→ 1.1	0.9	0.33	5	1	-2	1	12	-6
> CSCc1c(C(=O)Nc2ccc(N3CCOCC3)cc2)oc2ccccc12
→ 0.9	0.9	0.51	1	0.9	1	7	13	-9
> CSC1=N/C(=C\c2ccccc2F)C(=O)S1
→ 1.1	1	1.2	17	0.4	-4	63*	4	-5
> COc1ccc(CNC(=O)c2cc(-c3cccs3)on2)cc1
→ 0.9	0.5	-0.64	-11	0.7	4	29	47	-18
> CCN(CCCNC(=O)COc1cc(=O)n(CC)c2ccccc12)Cc1ccccc1
→ 1.6	1	0.97	-8	0.9	nt	6	2	-3
> CC(=O)Oc1ccc2cc(-c3nc4ccccc4n3C)c(=O)oc2c1
→ 1.2	1.9	0.27	-4	1	2	1	-88	-2
> CCCCSc1nc2c(c(=O)n1CC)SC(C)C2 (stereo not drawn)
→ 1.2	0.5	nt	0	0.6	nt	42	51*	11

Later entries.
Results follow in this order: PLAP activator	CYP2C9 activ	Pyk2 oligo antag	PostGolgi yeast	CYP2C19 activ	EphB4 antag	CYP2C19 inhib	CYP2C9 inhib	E coli WT exp
> Cc1csc(NC(=O)CCc2ccc(S(=O)(=O)N3CCOCC3)cc2)n1
→ 1.5	0.8	1	-2	1	-2	1	19	-1
> O=Cc1ccc2noc(-c3ccc(Cl)cc3)c2c1
→ 1.1	0.9	0.18	-8	0.8	-4	24	12	9
> Cc1ccoc1C(=O)NCCCNC(=O)c1occc1C
→ 1.1	1	0.21	23	1.2	1	-16	-4	2
> CCN(CC)C(=O)c1csc(Nc2ccc(C)cc2)n1
→ 1.3	0.4	0.21	-3	0.2	2	81*	61*	0
> C=C(Br)CN1CCN(CC(=C)Br)CC1
→ 1	1	0.08	2	0.9	-2	9	-2	-4
> C=CCn1c(SCC(=O)c2ccc(CNC(C)=O)o2)nc2scc(C3CC3)c2c1=O
→ 1.5	0.3	-0.02	14	0.4	-5	57*	73*	-4
> Cc1ccc(S(=O)(=O)NC2CCCC2)cc1C
→ 1	1.6	-0.42	-4	0.7	-1	30	-57	7
> CCN(CC)C(=O)CSc1nc(O)cc(=O)n1CC
→ 0.9	1	-0.37	-17	1	-7	-3	0	-3
> CC(C)OC(=O)CSc1ncnc2c1cnn2Cc1ccccc1
→ 0.9	0.7	-0.42	-2	0.7	3	32	31	-2
> O=C1CCC(C(=O)OCC(=O)C23CC4CC(CC(C4)C2)C3)N1 (stereo not drawn)
→ 0.9	1.2	1.6	-9	1.1	1	-6	-19	4
> Cc1ccc(-c2csc(=S)n2CC(=O)OCC(=O)NCc2ccco2)cc1
→ 0.8	0.4	0.3	17	0.7	-7	28	56*	4
> CCOC(=O)C1=C(CNCc2ccc(C)cc2)NC(=O)NC1c1ccc(OC)cc1 (stereo not drawn)
→ 1.3	0.8	-0.31	4	0.8	-4	22	24	-2
> O=C(Nc1ccc(O)cc1)C1CCCN1S(=O)(=O)c1ccc(F)cc1 (stereo not drawn)
→ 1.1	1.6	nt	3	1	nt	3	-61	2
> CN(C)c1ccc(CNn2cnnc2)cc1
→ 1.4	0.9	-0.44	2	0.8	-4	23	6	-14
